# FAK blocker = inhibitors of human focal adhesion kinase; inhibition, %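 (tested at 7 µM)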; 97,000 tested, 0.84% active; biochemical FAK kinase activity assay; AID 727; Q05397; in the data active = inhibition above about 19%;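 also: 0% = DMSO and 100% = reference compound high control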
# Pyk2 oligo antag = blocks oligomerization of human Pyk2 in cells; Q293 cells, Pyk2 FERM NanoBiT luminescence; active compounds read low; z-score (the deposit names both 25 µM and 10 µM); AID 1347419; 99,000 tested, 0.83% active;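 active = Z-score of -3 or lower, scaled per plate to the spread of control and sample wells; inactive = z-score above -3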;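 also: negative z-score means lost luminescence so less FERM oligomerization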
# Target sequence (Q14289 whole entry, looked up): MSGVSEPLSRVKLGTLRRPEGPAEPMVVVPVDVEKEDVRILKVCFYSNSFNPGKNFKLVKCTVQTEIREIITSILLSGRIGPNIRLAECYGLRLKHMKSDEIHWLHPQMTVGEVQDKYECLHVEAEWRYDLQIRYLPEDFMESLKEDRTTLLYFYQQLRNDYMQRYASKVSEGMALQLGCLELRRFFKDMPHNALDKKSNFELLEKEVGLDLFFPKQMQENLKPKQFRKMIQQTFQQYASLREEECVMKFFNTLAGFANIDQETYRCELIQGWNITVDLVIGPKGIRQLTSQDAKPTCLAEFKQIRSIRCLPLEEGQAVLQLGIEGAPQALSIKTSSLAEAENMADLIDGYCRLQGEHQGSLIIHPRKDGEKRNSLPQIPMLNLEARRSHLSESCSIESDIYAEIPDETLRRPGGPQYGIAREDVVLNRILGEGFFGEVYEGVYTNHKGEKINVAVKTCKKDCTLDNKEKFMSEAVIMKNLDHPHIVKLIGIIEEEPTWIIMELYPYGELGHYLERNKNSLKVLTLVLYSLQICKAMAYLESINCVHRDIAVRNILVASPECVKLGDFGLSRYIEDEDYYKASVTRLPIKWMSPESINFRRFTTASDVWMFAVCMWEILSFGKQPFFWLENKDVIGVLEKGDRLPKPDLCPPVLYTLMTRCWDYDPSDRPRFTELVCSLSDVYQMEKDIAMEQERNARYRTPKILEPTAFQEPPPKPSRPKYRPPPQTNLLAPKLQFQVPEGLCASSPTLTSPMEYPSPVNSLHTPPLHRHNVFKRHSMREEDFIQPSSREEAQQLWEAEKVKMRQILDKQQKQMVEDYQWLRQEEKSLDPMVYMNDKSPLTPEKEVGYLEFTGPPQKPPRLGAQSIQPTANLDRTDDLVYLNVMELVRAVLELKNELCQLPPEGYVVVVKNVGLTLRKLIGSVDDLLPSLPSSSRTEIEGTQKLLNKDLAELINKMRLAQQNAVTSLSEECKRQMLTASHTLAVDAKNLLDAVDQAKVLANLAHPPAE
# ERa coact inh = blocks coactivator binding to human estrogen receptor alpha | AID 629 | P03372 | 86,000 tested, 1.7% active | TR-FRET ER-alpha LBD / SRC-1 peptide, estradiol-bound | inhibition, % at 25.6 µM; in the data active = inhibition above about 50%;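 also: 0% = receptor plus peptide control and 100% = peptide only without receptor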
# LYP act = LYP (human) phosphatase activation. activation, % at 2 µM. recombinant LYP, DiFMUP fluorescence; 0 = plate median, 100 = signal doubled. Q9Y2R2. AID 697. 96,000 tested, 0.11% active;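 active = activation at 2 µM above a set limit, the mean plus 5 SD, cut at about 37% in these data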
# HUVEC tox IL1B = toxic to HUVEC cells under IL-1B stimulation; 94,000 tested, 0.41% active; cell count reduction, % at 2 µM; AID 845; HUVEC cell count loss, Hoechst imaging, IL-1B stimulated;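 active = cell count reduction more than 3 SD above the screen-wide mean, cut at about 70% in these data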;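 also: normalized per plate to untreated control cells as the no-loss baseline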
# VCAM1 TNFa inh = reduces TNF alpha induced VCAM1 expression in HUVEC | HUVEC TNFa-induced VCAM-1 immunofluorescence, high-content imaging | inhibition, % at 2 µM | 95,000 tested, 0.48% active | AID 802;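 active = inhibition above the batch mean plus 3 SD, with images confirmed as a hit by eye, cut at about 37% in these data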;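 also: 0% = TNF-stimulated DMSO wells and 100% = unstimulated control wells; not every result past the cut was called active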
# cytoskel mod = alters cytoskeleton assembly in HUVEC cells. AID 836. HUVEC TNFa F-actin phalloidin imaging, high content. inhibition, % at 2 µM. 91,000 tested, 0.18% active;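 active = inhibition above the batch mean plus 3 SD and confirmed as a hit by visual image inspection, cut at about 30% in these data, passing the limit was not always enough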; also: strong numbers were not always called active
# PTPN22 inh 2 = LYP (human) phosphatase inhibition; Q9Y2R2; recombinant LYP catalytic domain, DiFMUP fluorescence; inhibition, % at 2 µM; 96,000 tested, 0.21% active;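 active = inhibition at 2 µM at or above a set limit, the screen mean plus 3 SD, cut at about 24% in these data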;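 also: 0% = DMSO with enzyme and 100% = enzyme fully blocked by orthovanadate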
# HUVEC tox TNFa = HUVEC cytotoxicity counter-screen, TNF alpha stimulated; HUVEC TNFalpha-stimulated, Hoechst cell count, imaging; cell count reduction, % at 2 µM; 93,000 tested, 0.17% active; AID 848;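 active = cell count reduction exceeding the screen mean by over 5 SD, scaled to untreated wells per plate, cut at about 78% in these data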;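 also: cells counted after 24 h of TNF alpha exposure following the 1 h pretreatment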
# The depositor's hits bear a star; . = not tested or not shown; [ ] = another dose, or the depositor's remark.
entry	mol	FAK blocker	Pyk2 oligo antag	ERa coact inh	LYP act	HUVEC tox IL1B	VCAM1 TNFa inh	cytoskel mod	PTPN22 inh 2	HUVEC tox TNFa
1	CCOC(=O)Cn1c(=O)oc2cc(S(=O)(=O)N3CCC(N4CCCCC4)CC3)ccc21	-1	.	-1	7	-43	18	7	-8	-6
2	Cc1cc(S(=O)(=O)Nc2c(C)ccc3nsnc23)ccc1F	-2	0.37	-2	-4	1	12	-3	5	-18
3	CCOC(=O)C1CCCN(C(=O)c2c(-c3ccccc3Cl)noc2C)C1 (configuration not stated)	-4	0.36	-1	6	-6	13	2	-8	12
4	CCOc1ccc2nc(NS(=O)(=O)c3ccc(NC(C)=O)cc3)sc2c1	-1	0.17	-7[fluorescence artefact?]	7	0	8	3	-8	1
5	O=C(NCC(=O)N(c1ccccc1)C(C(=O)NC1CCCC1)c1cccnc1)c1ccco1 (configuration not stated)	5	0.76	13	-5	2	6	10	0	1
6	CCOC(=O)c1ccc(NC(=O)C2CCN(S(=O)(=O)CC)CC2)cc1	2	0.73	2	-2	-38	2	-13	2	-25
7	COC(=O)c1cn(NC(=O)c2cccc(F)c2)c(=O)c2ccccc12	-1	-0.16	6	7	3	-18	.	-6	13
8	Cn1c(SCc2ccc3c(c2)OCO3)nnc1-c1ccccc1	3	-0.54	-3	-6	-14	.	.	10	.
9	Cc1csc(-c2coc3cc(O)cc(C)c3c2=O)n1	0	-1.3	7	-2	-109	31	20	0	-43
10	CCN(CC)CCCN(Cc1cc2cc3c(cc2[nH]c1=O)OCO3)C(=O)Nc1ccccc1OC	2	-0.38	11	1	2	7	13	-2	0
11	C=CCn1c(C)cc(C(=O)CSc2n[nH]c(N)n2)c1C	0	0.38	3	0	5	4	10	1	-22
12	COc1cc(OC)c(C2C(C#N)=C(N)Oc3cc(C)n(CCCN4CCOCC4)c(=O)c32)cc1OC (configuration not stated)	3	0.04	-9	2	-24	15	-12	1	-22
13	Nn1c(SC/C=C/c2ccccc2)nnc1-c1cccnc1	-2	1.3	-7	6	-91	20	-72	-7	-7
14	COc1ccc(OCC(O)COc2ccc(C(=O)O)cc2)cc1 (configuration not stated)	2	-0.27	3	18	-92	-5	.	-19	-35
15	CC(=O)c1c(C)n(C)c2ccc(OC(=O)c3ccco3)cc12	4	1.2	-34	-4	-16	.	.	3	.
16	C=CCC(C#Cc1ccc(C)cc1)N(CC)CC (configuration not stated)	1	0.92	3	3	-90	1	5	-1	-21
17	Cc1ccccc1C(=O)N1CCN(c2ccc(NC(=O)c3ccco3)cc2Cl)CC1	2	-1.8	-5[fluorescence artefact?]	-6	0	8	36	6	-20
18	O=C(Nc1cccc2ccccc12)c1onc2c1CCCC2	1	0.61	.	-3	2	9	6	6	2
19	O=C(Cn1cc2c(n1)CCCC2)NCCCN1CCN(c2ccccc2F)CC1	2	.	-9	2	-22	26	8	-4	-22
20	CC(=O)c1cccc(NC(=O)COc2ccc(S(=O)(=O)N3CCCCC3)cc2)c1	2	0.05	4	-4	-28	-9	21	8	-9
21	CN1C(=O)N(C)C2(c3ccccc3)N(C)C(=O)NC12c1ccccc1 (configuration not stated)	-2	0.24	-3	0	13	-3	21	-1	-36
22	Cc1c(C(=O)N2CCOCC2)[nH]c2c1C(=O)CC(c1ccccc1Cl)C2 (configuration not stated)	-1	-0.16	-15	3	-4	15	-18	1	-11
23	Clc1ccc2c(Cl)c(-c3nnc(-c4ccccc4)o3)sc2c1	0	.	-9	-10	-28	-9	12	11	11
24	O=C(c1cc(-c2ccncc2)nc2ccc(Cl)cc12)N1CCN(C(=O)C2CCCO2)CC1 (configuration not stated)	1	0.52	-5	-5	18	-1	-2	4	-28
25	COCC(=O)Nc1nnc(-c2cccs2)s1	-3	0.79	-13	-3	-106	-15	2	6	-12
26	COc1cc(C(=O)OCC(=O)Nc2ccc3c(c2)OC(F)(F)O3)ccc1OCc1c(C)noc1C	3	-0.01	-30	1	-49	7	-45	-2	0
27	CC1CCCCC1NC(=O)CCn1c(=O)oc2ccccc21 (configuration not stated)	-2	0.82	-6	-5	17	8	-9	6	5
28	COC(=O)c1nc2n(n1)C(c1cc(OC)ccc1OC)C(C(=O)OC1CCCCC1)=C(C)N2 (configuration not stated)	5	-0.99	.	-2	-29	11	3	-1	-9
29	COc1ccc(-c2nnc(SCc3cccnc3)o2)cc1	3	-0.08	-6	-9	-10	9	-5	11	-3
30	O=C(CNC(=O)c1ccco1)OC(C(=O)c1ccccc1)c1ccccc1 (configuration not stated)	2	-0.75	-3	-1	-10	-2	-11	1	-34

# Single records, as listed above:
# Entry for CC1CCCCC1NC(=O)CCn1c(=O)oc2ccccc21 (configuration not stated) → FAK blocker: -2; Pyk2 oligo antag: 0.82; ERa coact inh: -6; LYP act: -5; HUVEC tox IL1B: 17; VCAM1 TNFa inh: 8; cytoskel mod: -9; PTPN22 inh 2: 6; HUVEC tox TNFa: 5
# Entry for COC(=O)c1nc2n(n1)C(c1cc(OC)ccc1OC)C(C(=O)OC1CCCCC1)=C(C)N2 (configuration not stated) → FAK blocker: 5; Pyk2 oligo antag: -0.99; ERa coact inh: .; LYP act: -2; HUVEC tox IL1B: -29; VCAM1 TNFa inh: 11; cytoskel mod: 3; PTPN22 inh 2: -1; HUVEC tox TNFa: -9

# Records 16–27 of the list above:
entry	mol	FAK blocker	Pyk2 oligo antag	ERa coact inh	LYP act	HUVEC tox IL1B	VCAM1 TNFa inh	cytoskel mod	PTPN22 inh 2	HUVEC tox TNFa
16	C=CCC(C#Cc1ccc(C)cc1)N(CC)CC (configuration not stated)	1	0.92	3	3	-90	1	5	-1	-21
17	Cc1ccccc1C(=O)N1CCN(c2ccc(NC(=O)c3ccco3)cc2Cl)CC1	2	-1.8	-5[fluorescence artefact?]	-6	0	8	36	6	-20
18	O=C(Nc1cccc2ccccc12)c1onc2c1CCCC2	1	0.61	.	-3	2	9	6	6	2
19	O=C(Cn1cc2c(n1)CCCC2)NCCCN1CCN(c2ccccc2F)CC1	2	.	-9	2	-22	26	8	-4	-22
20	CC(=O)c1cccc(NC(=O)COc2ccc(S(=O)(=O)N3CCCCC3)cc2)c1	2	0.05	4	-4	-28	-9	21	8	-9
21	CN1C(=O)N(C)C2(c3ccccc3)N(C)C(=O)NC12c1ccccc1 (configuration not stated)	-2	0.24	-3	0	13	-3	21	-1	-36
22	Cc1c(C(=O)N2CCOCC2)[nH]c2c1C(=O)CC(c1ccccc1Cl)C2 (configuration not stated)	-1	-0.16	-15	3	-4	15	-18	1	-11
23	Clc1ccc2c(Cl)c(-c3nnc(-c4ccccc4)o3)sc2c1	0	.	-9	-10	-28	-9	12	11	11
24	O=C(c1cc(-c2ccncc2)nc2ccc(Cl)cc12)N1CCN(C(=O)C2CCCO2)CC1 (configuration not stated)	1	0.52	-5	-5	18	-1	-2	4	-28
25	COCC(=O)Nc1nnc(-c2cccs2)s1	-3	0.79	-13	-3	-106	-15	2	6	-12
26	COc1cc(C(=O)OCC(=O)Nc2ccc3c(c2)OC(F)(F)O3)ccc1OCc1c(C)noc1C	3	-0.01	-30	1	-49	7	-45	-2	0
27	CC1CCCCC1NC(=O)CCn1c(=O)oc2ccccc21 (configuration not stated)	-2	0.82	-6	-5	17	8	-9	6	5

# Later entries
entry	mol	FAK blocker	Pyk2 oligo antag	ERa coact inh	LYP act	HUVEC tox IL1B	VCAM1 TNFa inh	cytoskel mod	PTPN22 inh 2	HUVEC tox TNFa
31	COc1ccc(S(=O)(=O)N2CC(C(=O)O)Oc3ccc(CC(=O)O)cc32)cc1 (configuration not stated)	-2	0.53	.	5	7	-1	-5	-3	-18
32	Cc1ccccc1NS(=O)(=O)c1ccc(NC(=O)c2nc3ncccn3n2)cc1	2	0.15	.	1	-7	-12	1	-1	-8
33	Cc1c(C(=O)N2CC(C)OC(C)C2)sc2nc(-c3ccccc3)cn12 (configuration not stated)	-1	.	4[fluorescence artefact?]	0	7	1	-4	-3	-19
34	CCOc1ccc2ccccc2c1/C=N/n1cncn1	-2	-0.95	-22	3	2	88*	-16	-3	-29
35	CN1C=C(C(F)(F)F)C=C/C1=C(\C#N)c1nnc2n1CCCCC2	-6	-0.2	2	-7	2	4	50	4	-26
36	COC(=O)c1ccccc1NC(=O)c1ccccc1OC	-2	-0.8	35	11	3	8	-20	-11	-35
37	CCCc1cc(=O)oc2cc(C)cc(OCC(=O)O)c12	-1	0.12	8	0	-1	-15	10	-1	-4
38	Cn1c(=N)c(S(=O)(=O)c2ccccc2)cc2c(=O)n3ccccc3nc21	7	-1.9	-3	-2	-6	0	0	6	-10
39	O=S(=O)(NCCSc1ccc(Cl)cc1)c1ccc(F)cc1	2	0.06	-2	1	-14	-6	7	-1	37
40	Cn1c(CN2CCOCC2)nc2cc(NC(=O)c3ccc(F)cc3)ccc21	4	0.55	22[fluorescence artefact?]	-1	-28	16	-6	0	-17
41	CCN(c1cccc(C)c1)S(=O)(=O)c1ccc2[nH]c(=O)c(=O)[nH]c2c1	0	0.82	1[fluorescence artefact?]	13	-7	12	15	-14	5
42	CC(=O)N(C)c1ccc(OCC(O)COc2ccc(N(C)C(C)=O)cc2)cc1	-1	0.25	-9	-1	7	-21	2	2	-22
43	CCC(CC)NC(=O)Cc1ccccc1[N+](=O)[O-]	4	-0.39	.	-3	29	1	-25	8	5
44	CCCCC1CC(C)(C(=O)CSc2nc3ccccc3s2)OC1=O (configuration not stated)	-1	0.55	-3	4	-93	-8	24	-1	-40
45	Cc1cc(C)nc(N2CCC(C(=O)NCCc3ccc(F)cc3)CC2)n1	6	-0.2	.	-3	-37	-40	5	2	-24
46	COCc1cc(=O)[nH]c(Nc2nc3ccccc3o2)n1	-8	-1.4	.	11	10	6	-20	-13	-20
47	CCOC(=O)c1c(NC(=O)CCCN2CCOCC2)sc2c1CC(C)(C)OC2	6	0.23	5	-13	-2	-4	16	14	3
48	CCC(=O)N(c1ccc(F)cc1)C1C=CS(=O)(=O)C1 (configuration not stated)	5	-0.05	6	2	-14	11	.	-3	8
49	CC1C(c2ccccc2)=[N+]([O-])C2(CCCCC2)N1O (configuration not stated)	2	-0.08	-9	-5	-35	-4	-11	7	-4
50	CCS(=O)(=O)c1ccc2oc(SCC(=O)NC3CCCC(C)C3C)nc2c1 (configuration not stated)	2	0.44	0	8	-40	6	2	-11	-32
51	CCCc1[nH]nc2c1C(c1cc(OC)ccc1F)C(C#N)=C(N)O2 (configuration not stated)	18	0.32	-5	-8	-50	-9	0	7	-18
52	Cc1ccccc1NC(=S)NCc1ccc2c(c1)OCO2	3	-1	.	2	-19	11	-8	1	-24
53	CCC(C)(C)NC(=O)Cc1ccccc1OC	-1	0.38	1	-4	9	25	2	7	-9
54	Cn1c(=O)cc(-c2ccccc2)c2ccccc21	-1	2.5	-3	-8	11	4	-50	4	-4
55	CC(/C=C/C(=O)c1ccc(C)cc1)=C\c1ccccc1	-1	0.14	.	9	-56	14	16	-6	3
56	O=C(Nc1nc(N2C(=O)c3ccccc3C2=O)n(-c2ccccc2)n1)c1ccc(Cl)cc1	16	-0.53	0	4	5	-6	-21	-2	8
57	Cn1c(CNS(=O)(=O)c2ccc(Br)cc2)n[nH]c1=S	2	-1.1	.	8	-3	-10	21	-5	-1
58	CC1CCN(C(=O)Cn2cc(C#N)c3ccccc32)CC1	1	-0.04	-2	10	-17	-6	-20	-9	-19
59	CC(=O)c1ccc(NC(=O)c2ccc(S(=O)(=O)N3CCCC3)cc2)cc1	2	0.04	9[fluorescence artefact?]	-12	-9	.	.	16	.
60	CCC(C)c1ccc(OCC(=O)Nc2ccc(Cl)cn2)cc1 (configuration not stated)	0	0.45	6[fluorescence artefact?]	0	-28	17	-11	4	-17
61	Cc1ccc(NC(=O)NCC(c2cccnc2)N2CCOCC2)cc1 (configuration not stated)	-2	0.72	2	4	-47	-6	.	-6	-28

# Compound activity: PubChem BioAssay, several laboratories
